Compound activity deposited in PubChem by National Center for Advancing Translational Sciences (NCATS).
USP1-UAF1 inh: USP1/UAF1 (human) deubiquitinase inhibition; actives 0.23% (n = 390,000); O94782; Potency, µM (top dose mostly 57.1 µM), inactives show at the top dose activity change, negative = inhibition, hits mostly inhibitors; recombinant USP1/UAF1, Ub-Rhodamine cleavage fluorescence; note: potency is the fitted concentration of half-maximal effect; % is set by controls: 0 for no effect and ±100 for the full control effect; nearly all actives have a fitted effect of over 60% in size; inactives centre near -12
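USP1/UAF1 complex at 1 nM was preincubated with compound for 15 min at room temperature, then Ub-Rho substrate (150nM final) was added. Fluorescence (480/540 nm) was read kinetically, 6 reads every 60 seconds.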
mIDH1 inhibitor: inhibitors of human mutant IDH1 R132H; O75874; IDH1-R132H enzyme, NADPH consumption, diaphorase/resazurin fluorescence; Potency, µM (top dose mostly 76.6 µM), for the others: at the highest dose activity change, negative = inhibition, actives largely listed as inhibitors; actives 0.093% (n = 390,000); AID 602179; note: potency is the fitted concentration of half-maximal effect; % is set by controls: 0 for no effect and ±100 for the full control effect; nearly all actives have a fitted effect of over 65% in size
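IDH1-R132H (0.5 ug/mL) preincubated 30 min with compound, then NADPH (0.016 mM) and alpha-KG (2 mM) added; 80 min at RT, pH 7.5. Remaining NADPH coupled via diaphorase/resazurin to fluorescence (540/590 nm); concentration-response curves normalized to no-enzyme control.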
TrxR1 substrate: rat thioredoxin reductase 1 substrate activity; O89049; purified TrxR1 substrate turnover, NADPH consumption readout; Potency, µM (top dose mostly 114 µM), inactives show at the highest dose activity change, negative = substrate turnover; actives 0.01% (n = 390,000); note: potency is the fitted concentration of half-maximal effect; % is set by controls: 0 for no effect and ±100 for the full control effect; nearly all actives have a fitted effect of over 50% in size
Target sequence (O89049 whole entry, looked up): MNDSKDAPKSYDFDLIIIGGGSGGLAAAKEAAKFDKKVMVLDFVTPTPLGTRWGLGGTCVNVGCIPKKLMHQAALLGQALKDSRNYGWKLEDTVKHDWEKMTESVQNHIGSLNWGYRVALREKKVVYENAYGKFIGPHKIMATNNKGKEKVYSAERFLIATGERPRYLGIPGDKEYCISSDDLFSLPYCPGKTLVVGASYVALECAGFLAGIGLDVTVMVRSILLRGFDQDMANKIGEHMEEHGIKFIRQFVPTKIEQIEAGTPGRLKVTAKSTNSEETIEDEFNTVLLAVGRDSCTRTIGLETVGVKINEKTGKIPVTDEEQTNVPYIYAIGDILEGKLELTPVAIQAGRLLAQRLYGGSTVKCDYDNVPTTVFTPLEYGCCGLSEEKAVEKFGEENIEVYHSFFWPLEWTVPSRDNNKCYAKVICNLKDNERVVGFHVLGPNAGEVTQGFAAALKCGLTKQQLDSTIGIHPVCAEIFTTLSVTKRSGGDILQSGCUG
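Rat TrxR1, dispensed at 90 nM, was prereduced with 400 uM NADPH (final) for 5 min at ~22 deg C, then incubated with compound 15 min before 400 uM selenite. A first-read NADPH fluorescence drop versus no-compound background flagged substrates.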
RXFP1 ag: agonists of human relaxin receptor RXFP1; HEK293T-RXFP1 cAMP TR-FRET, 30 min; response scale: percent of porcine relaxin response, buffer zero; Potency, µM (titrated, usually from 57.5 µM), for inactives: at the highest dose activation, most hits filed as activators; actives 0.3% (n = 370,000); AID 2676; note: potency is the fitted concentration of half-maximal effect; % is set by controls: 0 for no effect and ±100 for the full control effect; nearly all actives have a fitted effect of over 60% in size; many of its hits are not listed in these tables
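cAMP rise read by TR-FRET after 30 min, 37C compound exposure (up to 58 uM) in RXFP1-transfected HEK293 cells with Ro 20174 present. EC50 from Hill-equation fits, with 29 nM porcine relaxin as 100% and buffer as basal.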
LDHA block: LDHA (human) enzyme inhibition; activity change, % (values are at about 110 or 230 µM); actives 0.15% (n = 480,000); purified LDHA, NADH/diaphorase-resazurin fluorescence; active compounds read low; P00338; in the data active = activity change below about -30%; inconclusive = mostly about -25% to -30%;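 note: plate controls were DMSO wells for no effect and wells without enzyme for full effect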
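Human LDH5 at 2 nM final in Tris HCl pH 7.4 with 0.06 mM NADH and 0.2 mM pyruvate, reacted 5 minutes at room temperature. Remaining NADH coupled via diaphorase/resazurin; resorufin fluorescence read at 0 and 20 minutes, normalized to enzyme-free and DMSO wells.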
GRP78 ERSR act: ER stress response induction in glioma | U87-MG GRP78 promoter luciferase reporter, 16 h | actives 0.02% (n = 420,000) | Potency, µM, inactives show at the highest dose activation, actives largely listed as activators | AID 602332; note: potency is the fitted concentration of half-maximal effect; series mostly up to about 76 µM; % of control where 0% means no effect; nearly all actives have a fitted effect of over 35% in size
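Stably transfected U87-MG human glioma cells carrying a GRP78-based luminescent sensor were seeded at 1000 cells/well, pin-dosed with compounds and incubated 16 h. Luciferase reagent was then added, and end-point luminescence was read after 10 min at room temperature.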
Vif-A3G inh: blocks the Vif interaction with human APOBEC3G. Q9HC16. HeLa A3G-eYFP + Vif (tagged APOBEC3G with the HIV-1 protein that degrades it), YFP fluorescence, overnight. Potency, µM (top dose mostly 46.1 µM), for the others: top-dose activity, negative = active, most hits filed as inhibitors. actives 0.076% (n = 410,000). AID 602310;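 note: potency is the fitted concentration of half-maximal effect; % is set by controls: 0 for no effect and ±100 for the full control effect; nearly all actives have a fitted effect of over 60% in size; hits raise eYFP signal because A3G escapes Vif-driven loss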
Target sequence (Q9HC16 whole entry, looked up): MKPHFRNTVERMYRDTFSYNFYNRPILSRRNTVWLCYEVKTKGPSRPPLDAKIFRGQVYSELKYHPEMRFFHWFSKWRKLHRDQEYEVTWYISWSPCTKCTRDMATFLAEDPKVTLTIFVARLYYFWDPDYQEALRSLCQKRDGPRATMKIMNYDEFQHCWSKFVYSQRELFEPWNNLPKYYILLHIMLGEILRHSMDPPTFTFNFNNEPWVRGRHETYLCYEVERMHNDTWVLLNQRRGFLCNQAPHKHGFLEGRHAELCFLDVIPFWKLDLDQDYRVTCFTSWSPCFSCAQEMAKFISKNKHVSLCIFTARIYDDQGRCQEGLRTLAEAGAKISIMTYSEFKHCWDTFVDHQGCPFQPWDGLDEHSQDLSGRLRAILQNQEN
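HeLa cells stably expressing Vif and C-terminally eYFP-tagged A3G, seeded overnight at 37 deg C, then exposed to compound by pintool overnight at 37 deg C. Rise in yellow fluorescence (Ex 488/Em 500-530, Acumen) marks blocked Vif-driven A3G degradation.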
Vif-A3F inh: Vif-A3F binding inhibition. HeLa A3F-eYFP + Vif (tagged APOBEC3F with the HIV-1 protein that degrades it), YFP fluorescence increase. Potency, µM (doses to about 46.1 µM), without a hit: at the highest dose activity, negative = active. actives 0.2% (n = 390,000); note: potency is the fitted concentration of half-maximal effect; % of control where 0% means no effect; nearly all actives have a fitted effect of over 65% in size
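HeLa cells stably expressing Vif plus C-terminally eYFP-tagged A3F were seeded, incubated overnight at 37 deg C, dosed with compound, incubated overnight again at 37 deg C. Yellow fluorescence (Ex 488/Em 500-530) reported blocked Vif-mediated A3F-eYFP degradation.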
PI4K2A inh: inhibitors of human PI4K2A; purified PI4K2A, ADP-Glo luminescence, 1 h; active compounds read low; actives 0.13% (n = 420,000); activity change, negative = inhibition, % at 76.9 µM; AID 1346378; Q9BTU6; in the data active = activity change below about -50%; inconclusive = mostly about -30% to -49%;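 note: -100% = wells without enzyme as full effect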
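ADP-Glo luminescence measured ADP generated by PI4K2A enzyme (4 ug/mL before mixing) with 1.2 mM PI substrate (pre-mix) and 300 microM ATP (pre-mix). Tris pH7.5 buffer with MgCl2, Triton X-100; 1 h reaction at ambient temperature.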
Numbers without * were called inactive; ? = inconclusive; . = no result given; [ ] = dose if it differs, or a comment. Unless noted, calls come from the whole dose curve; as a rule, active = well fitted curve in the direction sought with a large enough effect; inconclusive = small, poorly fitted or top-dose-only effect, or another doubt; inactive = no such curve, though single readings can be large; an effect the other way counts as inactive or inconclusive. Some of the compounds tested; the hit share may differ from the screen's.

The first two entries, ahead of the listing:
SMILES | USP1-UAF1 inh | mIDH1 inhibitor | TrxR1 substrate | RXFP1 ag | LDHA block | GRP78 ERSR act | Vif-A3G inh | Vif-A3F inh | PI4K2A inh
CCN(C(=O)COC(=O)CNS(=O)(=O)c1ccc(SC)c([N+](=O)[O-])c1)C1CCCCC1 | -17% | 2% | -6% | 2.6% | -3 | 15% | 1% | 3% | 2
CCN(CC)C(=O)C1=C(C)N(Cc2ccc(F)cc2)C(=O)C(CC(=O)NCCc2ccccn2)C1 (stereo not drawn) | -10% | -1% | . | . | -1 | 0% | 3% | 1% | 1

The whole of this part (from the top)
SMILES | USP1-UAF1 inh | mIDH1 inhibitor | TrxR1 substrate | RXFP1 ag | LDHA block | GRP78 ERSR act | Vif-A3G inh | Vif-A3F inh | PI4K2A inh
CCN(C(=O)COC(=O)CNS(=O)(=O)c1ccc(SC)c([N+](=O)[O-])c1)C1CCCCC1 | -17% | 2% | -6% | 2.6% | -3 | 15% | 1% | 3% | 2
CCN(CC)C(=O)C1=C(C)N(Cc2ccc(F)cc2)C(=O)C(CC(=O)NCCc2ccccn2)C1 (stereo not drawn) | -10% | -1% | . | . | -1 | 0% | 3% | 1% | 1
COc1ccccc1NC(=O)CCNS(=O)(=O)c1ccc2c(c1)CCN2C(=O)C1CC1 | -19% | 12% | -8%[57.1 µM] | 0.8% | -6 | 2% | 4% | 1% | 3
Cc1ccc2c(c1)cc(CN(Cc1ccc3c(c1)OCO3)S(=O)(=O)c1ccccc1)c1nnnn12 | -19% | 6% | 19% | -1.8% | 4 | -6% | 0% | -6% | -6
CNC(=S)Nc1cc2oc3ccccc3c2cc1OC | -26% | 1% | 2% | -0.4% | 0 | ? | -1% | 0% | 0
Nc1c(-c2ccc(Cl)cc2)cnn1-c1ccccc1 | -31% | 0% | 3% | 2.3% | -1 | 3% | 0% | 1% | ?
O=C(CN(CCc1ccccc1)C(=O)CNS(=O)(=O)c1ccccc1)NCc1ccco1 | -6% | 3% | 5%[57.1 µM] | 2.6% | -5 | -4% | 1% | 1% | 4
COc1ccc(COC(=O)CCS(=O)(=O)c2ccc(C)cc2)cc1F | 2% | 1% | 4% | -0.3% | -1 | -1% | -8% | -8% | -2
Cc1cc(C)cc(NC(=O)CNC(c2ccccc2)c2ccccc2)c1 | -9% | 0% | -6% | -0.6% | 4 | -4% | -7% | -5% | 4
Cc1ccc(CNc2nc3ccccc3c3nc(-c4cccc(C)c4)nn23)cc1 | 20% | -5% | 4% | ? | -1 | 1% | -3% | -6% | 1
COc1cc(CN2CCNC(=O)C2CC(=O)NCCC2=CCCCC2)cc(OC)c1 (stereo not drawn) | -17% | 1% | 5%[57.1 µM] | -0.9% | -3 | 1% | 0% | -1% | 6
Cc1ccc(C(=O)c2nocc2C(=O)c2cccs2)cc1 | -7% | -3% | -4% | -4.1% | 1 | -1% | 4% | -8% | -9
COc1ccc(N(CC(=O)Nc2nccs2)S(=O)(=O)c2c(C)nn(C)c2C)cc1 | -1% | -8% | -5%[57.1 µM] | 0.7% | 0 | 0% | 0% | -4% | -7
CC(C)(C)c1ccc(S(=O)(=O)c2cnc(SCC(=O)Nc3ccc4c(c3)OCCO4)[nH]c2=O)cc1 | ? | -20% | -8% | 1.0% | 0 | -4% | -3% | 1% | -5
COc1ccc(C(=O)Nc2c(C)cc(C)cc2C)cc1OC | -5% | 3% | 11% | 0.5% | 2 | -4% | 0% | -3% | -6
Cc1cc(C)c2c(=O)c3c(oc2c1)C(=O)N(Cc1ccco1)C3c1ccc(F)cc1 (stereo not drawn) | -3% | . | 3% | -1.9% | -8 | . | . | . | 3
Cc1ccc2c(c1)CCCN2CC(=O)Nc1cccc(S(=O)(=O)N2CCCC2)c1 | -21% | -5% | 1% | 0.0% | 4 | -2% | -14% | -8% | 1
O=C(CCN1C(=O)COc2ccccc21)NCCN1CCOCC1 | -4% | 3% | 9%[57.1 µM] | 1.1% | -2 | -3% | -5% | -7% | 7
C[C@H]1CN([C@@H](C)CO)C(=O)CCCn2cc(nn2)CO[C@@H]1CN(C)S(=O)(=O)c1ccc2ccccc2c1 | -17% | -1% | . | . | -1 | -5% | 1% | -2% | 2
COc1ccc(NC(=O)COc2cc(C)cc(C)c2)cc1S(=O)(=O)N1CCCCC1 | -23% | -8% | -6%[57.1 µM] | 1.8% | 1 | 0% | -17% | 10% | 2

The final two records of the section above are carried over, then new ones follow.
SMILES | USP1-UAF1 inh | mIDH1 inhibitor | TrxR1 substrate | RXFP1 ag | LDHA block | GRP78 ERSR act | Vif-A3G inh | Vif-A3F inh | PI4K2A inh
C[C@H]1CN([C@@H](C)CO)C(=O)CCCn2cc(nn2)CO[C@@H]1CN(C)S(=O)(=O)c1ccc2ccccc2c1 | -17% | -1% | . | . | -1 | -5% | 1% | -2% | 2
COc1ccc(NC(=O)COc2cc(C)cc(C)c2)cc1S(=O)(=O)N1CCCCC1 | -23% | -8% | -6%[57.1 µM] | 1.8% | 1 | 0% | -17% | 10% | 2
COc1ccc(OC)c(-c2cc(C(=O)Nc3c(C)nn(Cc4ccc(Cl)cc4)c3C)no2)c1 | -15% | 4% | 14% | 2.6% | 1 | -4% | -1% | -7% | 1
Cc1noc(C)c1S(=O)(=O)N1CCC(C(=O)N2CCN(c3cccc(C(F)(F)F)c3)CC2)CC1 | ? | -8% | -8% | -1.8% | 3 | -3% | 6% | 2% | 3
O=C(O)Cc1sc(N/N=C\c2ccccc2)nc1-c1ccccc1 | -21% | 5% | -6% | 0.4% | -2 | 4% | -15% | 10% | -7
CCC(CC)NC(=O)c1cccc(NC(=O)C(C)C)c1 | -17% | 0% | 8% | 0.2% | 3 | 1% | 5% | 8% | -1
CN1CCN(C(=O)C2CCCCC2C(=O)O)CC1 (stereo not drawn) | 7% | -22% | 8%[57.1 µM] | -0.9% | -14 | -1% | -1% | -3% | 2
O=C(CCc1ccc(S(=O)(=O)N2CCOCC2)cc1)N1CCc2ccccc2C1 | -1% | 3% | 7%[57.1 µM] | 2.0% | -5 | -4% | 0% | -11% | 0
C=C(C)Cn1cnc2c(oc3nc4c(cc32)CCCC4)c1=O | -11% | 0% | 2% | -0.1% | 0 | 1% | -1% | -6% | 5
COC(=O)C(C#N)C(c1cccnc1)c1c(C)[nH][nH]c1=O (stereo not drawn) | -5% | -1% | 5% | -1.1% | 1 | -3% | 0% | -3% | -1
O=C(c1cccn2c(=O)c3ccc(Cl)cc3nc12)N1CCN(Cc2ccc3c(c2)OCO3)CC1 | -13% | 0% | 53%[activator] | 2.6% | 0 | -5% | 2% | 0% | -3
CCc1ccc(-c2nc3cc(NC(=O)c4ccc(C)c(C)c4)ccc3o2)cc1 | -19% | 0% | 42%[activator] | 4.5% | 0 | 0% | -2% | -1% | -5
CC(C)C(=O)NC(c1ccccc1Cl)c1c(O)ccc2ccccc12 (stereo not drawn) | -3% | 3% | -3% | -0.6% | -4 | -3% | -10% | 0% | -1
FC(F)(F)c1ccc(CN2C[C@@H]3C(c4ccccc4)C4(c5cccnc5)CC3(C4)[C@H]2c2ccccc2)cc1 (stereo partly drawn) | ? | -9% | 1% | 2.8% | 1 | -4% | -7% | 5% | 1
Cc1ccccc1C(=O)Nc1ccnn1C1CCN(C(=O)C2CCOC2)CC1 (stereo not drawn) | -17% | 1% | -1% | -0.3% | -5 | -5% | -5% | -1% | -4
CC1Cc2nc(SCC(=O)NCCc3ccccc3)n(C)c(=O)c2S1 (stereo not drawn) | -17% | 5% | -2% | -0.2% | -3 | -3% | 5% | -13% | -12
COC(=O)c1ccc(NC(=O)c2c(C(=O)Nc3ccccc3)sc3nc(C)cc(=O)n23)cc1 | -20% | -2% | -1% | 5.0% | 2 | -1% | 1% | 5% | -4
COc1cc(N=CC2=C(O)c3ccccc3C2=O)cc(OC)c1 | -3% | 4% | -2% | 4.6% | 10 | 5% | -1% | -23% | -7
CNc1nc(SC)nc(N(C)C#N)n1 | -21% | 5% | -6% | 0.9% | 0 | -5% | -1% | 4% | -1
CCOc1ccc(CNC(=O)Cn2nc(C)c3sc4ccccc4c3c2=O)cc1 | -8% | 3% | 2% | 5.8% | 4 | -4% | 1% | 0% | 1
O=C(CSc1n[nH]c(=O)n1Cc1ccco1)c1ccc(F)cc1 | -6% | -4% | 1% | 3.2% | -9 | 5% | 0% | -2% | -8
NC(=O)C1CCN(C(=O)c2ccc3c(=O)n(Cc4ccco4)c(SCc4ccc([N+](=O)[O-])cc4)nc3c2)CC1 | 5% | 3% | -5% | 0.0% | -6 | -5% | 0% | 6% | -4
Oc1ccc(Br)cc1C=Nc1cccn2cc(-c3ccccc3)nc12 | -2% | 9% | 60%[activator] | 20% | 5 | -3% | -10% | 11% | -10
